FXN GAA850 act: increases GAA850 frataxin promoter reporter activity. activation, % at 6 µM. actives 0.56% (n = 360,000). HEK293 lucGAA850 FXN promoter luciferase reporter, 24 h; percent of 10 µM SAHA response. AID 540364;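 active means activation above the average of all compounds screened plus 3 SD, cutoff fixed separately per campaign, cut at about 7.5% in these data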;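 further: 0% = DMSO wells and 100% = 10 µM SAHA wells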
NPR1 activator: GC-A (human) enzyme activation. P16066. HEK293 GC-A cells, cGMP TR-FRET, EC30 ANP; 0% at EC30 ANP, 100% saturating ANP. activation, % at 10 µM. actives 0.14% (n = 370,000). AID 1671463; in the data active means activation above about 40%
hcDAF-12 act: H. contortus DAF-12 activation, primary screen; HEK293 hcDAF-12 lit1-tk-luc reporter, luminescence; 0% DMSO, 100% Δ7-dafachronic acid; activation, % at 6.8 µM; actives 1.4% (n = 370,000); AID 652067;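 active means activation above the mean of all tested compounds plus 3 SD, cut at about 5.5% in these data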;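 further: 100% = response to 3 µM Δ7-dafachronic acid high control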
ADAM10 inh: ADAM10 inhibition, QFRET primary screen. recombinant ADAM10, EDANS/DABCYL FRET peptide cleavage, 3 h. inhibition, % at 7 µM. actives 0.62% (n = 370,000);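 active means inhibition above a per-campaign cutoff equal to the mean of compounds falling between control-based bounds plus 3 SD, cut at about 20% in these data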;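 further: 0% = DMSO wells while the 100% control is not disclosed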
hgDAF-12 ag: activates the H. glycines DAF-12 receptor ligand-binding domain. actives 1.8% (n = 370,000). HEK293 GAL4-hgDAF12 UAS-luciferase reporter, agonist luminescence; normalized to butyrate control. activation, % at 6.8 µM;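 active means activation above a cutoff set at the mean of all screened compounds plus 3 SD, cut at about 10% in these data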;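 further: 0% = DMSO wells and 100% = sodium butyrate wells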
sPLA2-III inh: Blocks human group III sPLA2 activity; Q9NZ20; QFRET BODIPY PC-A2 liposome hydrolysis, fluorescence; inhibition, % at 12.2 µM; actives 0.56% (n = 370,000);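 active means inhibition above mean plus 3 SD of compounds lying within the high and low control bounds, cut at about 19% in these data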;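 further: 0% = median of test compound wells and 100% = no enzyme DMSO wells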
Target sequence (Q9NZ20 whole entry, looked up): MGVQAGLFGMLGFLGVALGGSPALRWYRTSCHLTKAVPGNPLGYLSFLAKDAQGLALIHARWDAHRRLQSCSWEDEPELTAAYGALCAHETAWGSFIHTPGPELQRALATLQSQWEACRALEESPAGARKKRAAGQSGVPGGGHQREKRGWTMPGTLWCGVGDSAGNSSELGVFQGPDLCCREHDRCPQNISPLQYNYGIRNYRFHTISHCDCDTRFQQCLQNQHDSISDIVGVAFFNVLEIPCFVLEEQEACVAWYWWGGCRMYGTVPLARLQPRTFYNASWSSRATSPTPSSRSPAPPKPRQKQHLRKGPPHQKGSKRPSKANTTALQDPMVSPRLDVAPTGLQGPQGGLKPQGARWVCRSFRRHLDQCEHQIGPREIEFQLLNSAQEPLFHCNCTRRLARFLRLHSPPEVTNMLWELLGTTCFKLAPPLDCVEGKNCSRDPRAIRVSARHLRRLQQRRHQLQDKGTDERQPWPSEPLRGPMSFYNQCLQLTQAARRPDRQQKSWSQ
SMARCA2 activ: activators of SMARCA2 function | MG213 cells, MMTV-luciferase reporter, dexamethasone, overnight | activation, % at 9.1 µM | actives 1% (n = 370,000) | AID 652017; in the data active means activation above about 7.8%;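 further: 0% = vehicle wells and 100% = reference activator wells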
ssDAF12 agonist: activators of S. stercoralis DAF-12 nuclear receptor | HEK293 ssDAF-12/GRIP1 lit1-tk-luc reporter, luminescence; % of 3 µM dafachronic acid response | activation, % at 6.8 µM | actives 1% (n = 370,000);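 active means activation above the mean over all tested compounds plus 3 SD, cut at about 0.9% in these data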;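 further: 0% = DMSO-only wells and 100% = 3 µM delta7-dafachronic acid wells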
DAX1 inh-1: NR0B1 (DAX1) inhibition; HEK293 Gal4-DAX1 luciferase reporter, luminescence; inhibition, % at 6.75 µM; actives 0.99% (n = 340,000); AID 504766;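 active means inhibition above the mean over all tested compounds plus 3 SD, cut at about 4.2% in these data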;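 further: 0% = DAX1-transfected cells with DMSO and 100% = empty-vector control cells with DMSO; inhibition shows as a rise in luminescence from relieved DAX1 repression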
Target sequence (P51843 207-470 limits assumed): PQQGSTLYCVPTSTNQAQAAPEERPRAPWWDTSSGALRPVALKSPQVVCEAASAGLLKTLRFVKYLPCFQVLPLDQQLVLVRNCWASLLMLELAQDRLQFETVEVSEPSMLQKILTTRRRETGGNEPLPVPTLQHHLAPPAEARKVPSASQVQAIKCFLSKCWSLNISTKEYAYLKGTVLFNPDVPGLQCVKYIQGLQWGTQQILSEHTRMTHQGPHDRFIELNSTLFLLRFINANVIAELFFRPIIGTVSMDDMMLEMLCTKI
NPR2 activator: GC-B (human) receptor activation | P20594 | activation, % at 10 µM | HEK293-GC-B cells, CNP EC30, cGMP TR-FRET; 0% at EC30 CNP, 100% saturating CNP | actives 0.11% (n = 370,000);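 active means activation at 10 µM reaching about 35% in either raw or pattern-adjusted values, limit read from the data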
DAX1 inh-2: DAX1 (NR0B1) inhibition, primary screen | HEK293T StAR-luciferase reporter, SF-1/DAX-1 repression relief | inhibition, % at 6.8 µM | actives 1.1% (n = 370,000) | AID 652010;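 active means inhibition above the mean over all tested compounds plus 3 SD, cut at about 3.6% in these data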;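 further: 0% = DAX-1 cells with DMSO and 100% = cells lacking DAX-1 with DMSO; higher inhibition means more luminescence from relief of DAX-1 repression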
Numbers without * were called inactive; i = inactive; . = no result given.

entry	Molecule	NPR1 activator	DAX1 inh-2	ssDAF12 agonist	NPR2 activator	hcDAF-12 act	sPLA2-III inh	ADAM10 inh	FXN GAA850 act	hgDAF-12 ag	DAX1 inh-1	SMARCA2 activ
1	COc1ccc(C(=O)n2nc(C)cc2C)cc1OC	0.5	-0.4	-1.0	5.0	0.7	6.7	-9.1	0.8	3.0	0.2	-2.1
2	Cc1nc2c(s1)sc1ccccc12	2.5	-0.4	-0.3	-2.7	1.5	11.6	1.0	0.5	1.9	0.8	4.2
3	O=C(CSc1ccccc1)Nc1ccncc1	2.1	-0.6	-1.4	4.2	0.5	0.1	3.6	-1.6	1.3	-0.1	-2.0
4	CCOC(=O)N1CCN(C(=O)c2ccc3c(=O)n(CCC4=CCCCC4)c(=S)[nH]c3c2)CC1	3.8	0.0	-1.6	1.4	-1.1	4.8	-7.4	0.2	0.3	0.8	-5.5
5	C[C@@H](C(=O)NCC1CC1)[C@H]1C[C@]1(C)[C@H](NC(=O)OCc1ccccc1)c1ccccc1	-0.6	-0.5	-1.2	-3.6	-2.2	-10.4	-4.8	-0.9	1.5	0.1	-0.5
6	CC(=O)OCCNC(=O)c1cc2ccccc2oc1=O	-0.7	0.5	-0.9	3.0	0.0	-1.5	-53.7	1.8	0.9	1.1	1.3
7	CN([C@@H](C(=O)OC(C)(C)C)c1ccccc1)S(=O)(=O)c1cccc(S(=O)(=O)N(C)[C@@H](C(=O)OC(C)(C)C)c2ccccc2)c1	0.4	0.9	-0.7	-0.6	0.5	-2.7	9.3	0.7	3.8	-0.3	-0.2
8	COc1ccc(CN2CCNC(=O)C2CC(=O)N(C)CCC2CCOCC2)c(OC)c1 (centres undefined)	1.1	-0.3	-0.5	6.0	-2.3	5.1	-3.6	-0.9	-0.8	0.0	-2.4
9	CC1(C)NC(=O)N(CC(=O)OCC(=O)NC(=O)c2ccccc2)C1=O	5.1	-0.3	-0.8	3.3	-1.9	6.0	-12.5	-0.8	2.4	1.9	-1.9
10	CCN1CCCC1CNC(=O)Cn1nc(C)n2c(cc3cc(C)ccc32)c1=O (centres undefined)	7.5	0.7	0.0	4.5	1.8	2.5	-47.5	0.7	1.1	-0.3	-0.7
11	Nc1cccc(-c2nc3ccc(C(=O)c4ccccc4)cc3[nH]2)c1	6.7	1.0	-0.2	2.9	0.1	-4.4	4.0	-2.3	9.4	-1.1	3.2
12	COc1ccc(-c2cc(C(F)(F)F)n3nc(C(N)=O)cc3n2)cc1	6.0	0.2	-1.1	4.0	0.3	0.0	-30.5	1.1	0.4	0.4	-0.8
13	CCOC(=O)CNC(=O)Cn1c(C)cc2ccccc2c1=O	-3.1	-1.2	-1.3	4.8	-1.0	-3.4	-33.1	0.1	-1.7	2.6	-1.4
14	COc1ccc(-c2noc(C3CCCN(C(=O)c4ccccc4OC)C3)n2)cc1 (centres undefined)	-3.8	-1.2	-0.9	3.2	-2.8	-1.3	3.9	1.2	-2.6	-1.1	0.2
15	Cc1ccc(C)c(NC(=S)Nc2ccc(S(=O)(=O)Nc3ncccn3)cc2)c1	0.7	-0.1	-1.2	9.5	-0.4	8.5	-9.1	-1.1	-0.8	2.4	7.2
16	CC(=O)C1=C(C)Nc2ncnn2C1c1ccc(Cl)cc1 (centres undefined)	3.7	-0.4	-0.6	2.3	-0.1	6.6	-2.5	1.3	-0.9	-1.0	-5.3
17	COC(=O)c1cc(CSc2ncnc3sccc23)oc1C	2.7	0.4	-1.2	-1.9	1.4	-16.0	-2.0	-0.3	-0.9	0.0	-1.9
18	CCOc1cccc2cc(C(=O)N3CCc4ccccc43)c(=O)oc12	-1.9	-0.2	-1.8	6.7	-1.4	2.8	-1.0	0.4	0.0	-0.1	3.8
19	Nc1ccc2c(c1)Oc1ccccc1C=C2	-3.2	-0.7	-1.2	-9.3	-0.6	8.3	-45.2	-0.1	-2.1	0.3	1.7
20	c1ccc(-c2csc(N3CCSCC3)n2)cc1	-4.6	-0.1	-0.9	-1.6	-0.3	7.9	1.9	5.0	3.2	0.5	7.7
21	CN(C(=O)c1ccno1)c1nnc(-c2ccccn2)s1	-4.0	1.3	0.0	4.5	2.8	2.5	i	0.4	4.3	1.3	-1.1
22	CC(=O)N[C@@H](Cc1c[nH]c2ccccc12)C(=O)OCC(=O)Nc1ccc(Cl)c(S(=O)(=O)N(C)C)c1	-2.4	0.0	-1.6	-3.6	1.4	-90.4	0.5	-0.5	3.0	-2.1	-3.4
23	O=S(=O)(c1ccc2c(c1)OCCO2)N1CCN(S(=O)(=O)c2ccco2)CC1	-1.9	-0.7	-1.4	8.3	-0.5	2.3	-4.3	0.8	-2.2	-1.1	-1.5
24	O=C(Nc1cccc(-c2cccc(Cl)c2)c1)C1CCN(CC2CCOC2)CC1 (centres undefined)	-4.4	0.5	-0.9	-9.5	1.3	-12.7	14.5	2.2	0.8	-0.6	-2.5
25	Cc1ccc2[nH]c(C(=O)O)c(NC(=O)c3ccccc3[N+](=O)[O-])c2c1	0.9	0.2	-1.1	-1.3	3.4	-10.3	-8.1	0.3	-0.9	1.1	-4.5
26	COc1cc(C(=O)Nc2cccc(NC(=O)c3ccccc3)c2)cc(OC)c1OC	5.0	-0.7	-1.8	6.2	-2.3	-8.5	4.6	-1.7	-1.3	-2.7	3.1
27	COCCCN1C(=O)C(=O)/C(=C(/O)c2ccc(OCC(C)C)cc2)C1c1cccnc1 (centres undefined)	4.1	-0.6	-1.3	4.7	0.6	2.9	3.7	-2.2	-1.7	1.4	2.2
28	COc1ccc([C@H]2CC(=O)C=C(c3ccc4c5c(cccc35)CC4)C2)cc1	0.5	0.4	-0.8	-5.4	-0.9	-0.9	-21.0	0.9	1.1	0.4	5.9
29	CCOC(=O)C1CCN(CC(=O)Nc2ccc(OC)c(Cl)c2)CC1	3.1	0.5	-1.5	-5.3	-1.9	3.5	-10.8	1.5	2.1	0.3	-5.1
30	Cc1cc(C)c2c(N)c(C(=O)NN3CC(=O)N(c4ccccc4)CC3=O)sc2n1	6.3	0.4	-1.3	8.2	-0.5	-7.1	i	-0.4	0.3	2.0	-1.8
31	CC(=O)O[C@H]1[C@H](OC(C)=O)C[C@]2(OC(C)=O)C[C@H]1OC2=O	0.1	.	-1.3	-3.7	-1.9	6.5	-4.3	.	2.4	.	.
32	CCOc1ccc(C(C(=O)NC2CCCCC2)N(CCOC)C(=O)c2snc(C(N)=O)c2N)cc1 (centres undefined)	-3.6	0.1	-1.4	-1.8	-0.9	1.0	-72.7	2.3	-1.5	-0.7	-1.1
33	Cn1c(-c2nonc2N)nc2ccccc21	6.1	-0.2	-1.8	6.4	-2.7	-0.6	-6.2	1.5	4.9	-0.6	2.1
34	Cc1cc(Cl)ccc1N=C1N=C(N)c2ccccc21	-3.6	-0.8	-1.6	-5.4	0.0	0.0	-3.3	-0.6	2.7	0.4	0.8
35	O=C(c1cncc(Br)c1)N1CCN(c2ccc(N3CCOCC3)nn2)CC1	1.0	-0.3	0.4	5.7	3.5	0.5	-255.5	1.6	1.7	1.2	-1.6
36	Cc1onc(-c2ccccc2)c1C(=O)Nc1cccc(OC(C)C)c1	-3.0	-1.1	-1.2	0.8	-2.3	-18.0	7.5	-2.5	1.1	0.5	-2.4
37	COc1ccc(NC(=O)N2CCCC2)cc1OC	1.4	0.4	-1.5	7.1	-1.2	2.5	-7.4	-1.9	-0.5	1.1	-5.6
38	Cc1nc(N2CCN(C(=O)c3ccco3)CC2)c2c3c(sc2n1)CCC3	-4.5	-1.3	-1.7	0.7	-2.3	2.6	-6.8	0.5	-5.1	-1.6	-1.0
39	CC(=O)Nc1ccc(/C=N/Nc2ccc(C(=O)c3c(C)cc4ccccn34)cc2[N+](=O)[O-])cc1	-7.5	0.2	-1.0	-5.5	-0.7	0.4	1.7	-1.6	4.5	0.1	0.4
40	CCc1c(C)nc(SCC(=O)N2CCN(c3ccccc3)CC2)[nH]c1=O	2.3	-0.4	-1.4	0.8	-0.9	1.3	-2.4	1.1	-2.2	-0.7	0.5
41	COc1ccc(C(=O)CSc2nc3nc(C)cc(C)n3n2)cc1OC	4.5	-0.4	-1.3	-0.8	-3.1	-5.0	-1.3	4.5	-3.4	-1.6	4.6
42	Cc1cccc(N2CCN(C(=O)c3cc(C)oc3C)CC2C)c1 (centres undefined)	-1.3	-0.4	-0.8	-0.8	-0.8	-2.3	-2.7	0.6	-0.2	-1.1	-1.7
43	CCOC(=O)C1CCN(C(=S)Nc2ccc(C)cc2)CC1	0.2	0.1	-0.9	1.4	-0.9	2.5	-1.3	0.3	0.2	0.0	-1.0
44	Cc1ccc(S(=O)(=O)N2[C@@H](c3ccccc3F)C(C(=O)O)=CC[C@H]2c2cccc(C)c2)cc1	-4.2	0.6	-1.2	3.1	0.7	-10.4	8.8	-1.7	1.0	0.3	-1.7
45	CSc1ncccc1C(=O)NNC(=O)c1csc(N2CCOCC2)n1	-0.4	0.5	-0.2	2.8	4.6	0.2	-7.3	0.0	2.2	0.9	-2.7
46	c1ccc(CC2CCCNC2)cc1 (centres undefined)	1.5	-0.9	-0.8	2.1	1.6	1.8	0.2	-0.6	2.8	-0.5	0.3
47	CN(C)C(CNC(=O)c1ccc(OCc2cn3ccccc3n2)cc1)c1ccco1 (centres undefined)	-0.2	2.1	-0.6	2.0	3.1	-4.4	-11.3	2.6	2.6	0.9	11.2*
48	Cc1cc(NC(=O)CSc2nc3ccccc3s2)no1	5.2	-0.2	-0.1	7.7	2.5	-7.1	-10.8	-0.8	0.9	-0.6	2.8
49	CCOc1ccccc1NC(=O)COC(=O)CC(C)(C)CC1=NS(=O)(=O)c2ccccc2N1	-5.1	-0.6	-1.2	-0.3	-3.9	-7.7	0.9	-2.2	0.4	-0.8	-5.2
50	O=C(O)CCn1c(Cc2ccccc2)nc2ccccc21	1.0	-0.2	-1.3	0.3	0.7	-1.3	11.4	0.8	1.8	0.6	-2.2

Continued.
entry	Molecule	NPR1 activator	DAX1 inh-2	ssDAF12 agonist	NPR2 activator	hcDAF-12 act	sPLA2-III inh	ADAM10 inh	FXN GAA850 act	hgDAF-12 ag	DAX1 inh-1	SMARCA2 activ
51	CC(=O)NNC(=O)CCn1nnc(-c2ccc(Cl)cc2)n1	2.9	0.9	-1.2	-0.1	-0.3	-0.1	-0.7	-0.5	-0.6	-1.5	-1.2
52	CCc1c(C)sc(NC(=O)c2cc(-c3ccc(O)cc3)on2)c1C#N	-1.8	1.0	-1.2	5.4	0.9	9.3	-12.9	-2.9	-3.3	-0.2	-1.2
53	Cc1ccc(C(=O)Nc2cccc(-c3nc4ncccc4o3)c2)cc1	2.0	-0.4	-0.8	3.3	-1.9	9.3	-1.7	1.8	-1.8	1.1	-1.7
54	COc1ccc(OC)c(CN2C(=O)CN(S(C)(=O)=O)CC2(C)C(=O)NC(C)C)c1 (centres undefined)	1.9	0.3	-1.0	3.2	0.5	-1.9	-0.5	.	-1.2	.	-2.8
55	CCCCOC(=O)NC(NCC(O)c1ccccc1)(C(F)(F)F)C(F)(F)F (centres undefined)	2.6	0.7	-1.5	-2.1	-1.5	2.9	-0.6	-0.5	-1.5	-0.8	-2.3
